TRPC4 act: activators of mouse TRPC4 channel, primary screen, Fluo4 calcium, HEK293 TRPC4beta/mu-opioid cells. Short transient receptor potential channel 4 (Mus musculus), Q9QUQ5. Fluo4 calcium fluorescence; active compounds read high. B-score at 10 µM. 310,000 compounds, 0.49% hits. AID 2237, 2010;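 active means B-score above 5 SD of library B-scores, and initial fluorescence ratio not above library mean plus 5 SD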;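 further: positive B-score marks a calcium rise read as TRPC4 activation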
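Material: TRPC4beta and mu-opioid receptor HEK293 stable cells | Incubation: 45 min room-temperature Fluo4 loading, 110 s read | Detection: Kinetic Fluo4 calcium fluorescence | Measure: Integrated baseline-normalised fluorescence ratio, converted to per-well B score | Benchmarks: Low control buffer alone, high control maximal DAMGO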
KCNQ1 block: inhibitors of human KCNQ1 channel, primary screen, cell-based, thallium flux, high-throughput; AID 2642, 2010; 310,000 compounds, 1.3% hits; Potassium voltage-gated channel subfamily KQT member 1 (Homo sapiens), P51787; B-score at 10 µM; CHO-K1 KCNQ1, FluxOR thallium flux fluorescence; active compounds read high;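 active means compounds whose thallium flux B-score, printed positive for inhibition, exceeds three library SD while starting fluorescence stays within three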;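 further: channel opened by potassium depolarization with thallium stimulus after 20 min compound exposure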
Target sequence (P51787 whole entry, looked up): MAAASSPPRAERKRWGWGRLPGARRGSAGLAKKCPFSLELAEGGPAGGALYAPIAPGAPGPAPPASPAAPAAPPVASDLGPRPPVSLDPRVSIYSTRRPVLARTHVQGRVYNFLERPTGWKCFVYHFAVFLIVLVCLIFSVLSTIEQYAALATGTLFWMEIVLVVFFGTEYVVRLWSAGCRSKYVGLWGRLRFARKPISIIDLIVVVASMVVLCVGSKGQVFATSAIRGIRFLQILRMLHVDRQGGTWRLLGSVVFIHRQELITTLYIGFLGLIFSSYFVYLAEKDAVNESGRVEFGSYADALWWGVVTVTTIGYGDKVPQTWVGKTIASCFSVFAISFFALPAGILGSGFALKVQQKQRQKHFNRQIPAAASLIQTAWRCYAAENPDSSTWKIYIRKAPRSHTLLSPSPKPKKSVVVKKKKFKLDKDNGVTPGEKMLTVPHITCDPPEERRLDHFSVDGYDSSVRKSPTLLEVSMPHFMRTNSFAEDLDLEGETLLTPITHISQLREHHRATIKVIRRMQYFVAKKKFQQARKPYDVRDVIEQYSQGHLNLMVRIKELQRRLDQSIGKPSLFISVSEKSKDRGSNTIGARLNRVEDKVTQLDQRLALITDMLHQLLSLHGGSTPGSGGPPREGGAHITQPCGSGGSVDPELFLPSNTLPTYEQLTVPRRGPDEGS
hERG protect: hERG rescue from dofetilide block, primary screen, cell-based, CHO-hERG, FluxOR thallium flux, dofetilide IC70. AID 1511, 2009. 310,000 compounds, 0.51% hits. dofetilide IC70 present. Voltage-gated inwardly rectifying potassium channel KCNH2 (Homo sapiens), Q12809. activation (rescue from dofetilide block), less the hit threshold, % at 10 µM;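 active means activation above the mean of controls blocked by dofetilide plus 5 SD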;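 further: thallium influx through hERG after potassium depolarization seen as dye fluorescence rise; in these data hits start at about 4.7%; inactives centre near -7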
KCNK3 inh: human KCNK3 channel inhibitors, primary screen, CHO cells, FluxOR thallium flux, B-score. Potassium channel subfamily K member 3 (Homo sapiens), O14649. AID 602410, 2012. FluxOR fluorescence; active compounds read low. 340,000 compounds, 0.84% hits. B-score at 10 µM;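 active means B-score under library mean minus 4 SD, starting fluorescence ratio at most library mean plus 5 SD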;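 further: more negative B-score means stronger inhibition of thallium flux through KCNK3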
PolyA inh: polyadenylation inhibitors in yeast reporter cells, primary screen, luminescence, S. cerevisiae | S. cerevisiae SKY197-pL101 polyadenylation reporter, beta-gal luminescence; efflux-impaired pdr1/pdr3 knockout yeast; score 100 = 6 SD above DMSO | calls only at 12 µM | 300,000 compounds, 0.02% hits | AID 1875, 2009;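 active means lowest replicate activity score at least 50, where 100 means six control SD above control mean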;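 further: yeast exposed to compound for 9 h at 30 °C; higher score means more reporter readthrough which indicates perturbed polyadenylation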
KCNK9 inh: KCNK9 potassium channel inhibitors, primary screen, HEK293 cells, thallium flux | FluxOR thallium flux fluorescence; active compounds read low | B-score at 10 µM | 310,000 compounds, 1.2% hits | AID 488922, 2010;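 active means ratio B-score over 3 SD below the library mean, with starting fluorescence within 5 SD of its mean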;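 further: negative B-score means less thallium flux so channel inhibition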
Target sequence (Q9NPC2 whole entry, looked up): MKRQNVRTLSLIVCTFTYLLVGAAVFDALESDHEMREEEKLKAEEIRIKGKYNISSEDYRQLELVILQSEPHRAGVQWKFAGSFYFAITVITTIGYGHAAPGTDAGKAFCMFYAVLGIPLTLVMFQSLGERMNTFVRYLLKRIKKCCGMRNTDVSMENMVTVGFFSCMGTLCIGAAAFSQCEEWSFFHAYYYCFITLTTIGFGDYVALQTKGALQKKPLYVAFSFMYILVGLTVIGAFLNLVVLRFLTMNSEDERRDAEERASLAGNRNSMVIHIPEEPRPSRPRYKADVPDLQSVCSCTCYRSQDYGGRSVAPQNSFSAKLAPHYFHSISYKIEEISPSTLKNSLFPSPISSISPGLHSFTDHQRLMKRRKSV
DYRK1A inh: rat Dyrk1A kinase inhibitors, primary screen, biochemical, single point, plate reader. ADP-Glo luminescence, NFATc1 peptide. inhibition, % at 12.5 µM. 310,000 compounds, 0.43% hits. AID 504441, 2011; in the data active means inhibition above about 50%;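 further: plate controls were vehicle with enzyme for no effect and no enzyme for full effect; many of its hits are not listed in these tables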
Platelet DG rel: inhibitors of platelet dense granule secretion, primary screen, cell-based, MLPCN, human platelets. human platelet-rich plasma, SFLLRN dense granule ATP release, luminescence. inhibition, %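 (compounds screened at 7.5 µM in platelet-rich plasma)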. 300,000 compounds, 0.22% hits;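 active means mean replicate score, as percent of positive control, at or above 50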
TRPC4 potent: positive allosteric modulators of TRPC4, primary screen, cell-based, mouse TRPC4beta, HEK293 mu-opioid, Fluo-4 calcium | DAMGO EC20, Fluo-4 Ca2+ flux; active compounds read high | B-score at 10 µM | 310,000 compounds, 0.42% hits;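 active means B-score of calcium response area above 5 SD of library B-scores, with initial fluorescence ratio within 5 SD of library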;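 further: B-score of integrated fluorescence ratio over time as area under calcium response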
TRPC4 block: inhibitors of mouse TRPC4 channel, primary screen, Fluo4 calcium, HEK293 TRPC4beta/mu-opioid cells; 300,000 compounds, 0.39% hits; DAMGO-evoked Fluo4 calcium flux; active compounds read low; B-score at 10 µM;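 active means B-score over 3 SD under the library average, no early fluorescence shift, positive overall ratio signal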
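Assay system: HEK293 cells with stable TRPC4beta plus mu-opioid receptor expression; Probe or stimulus: DAMGO in two steps, submaximal then maximal; Dosing: single-point compound dosing; Measured by: Fluo4 calcium-dye fluorescence, kinetic read; Read-out basis: B score from integrated Fluo4 fluorescence ratio.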
KCNQ1 act: potentiators or activators of KCNQ1 channel, primary screen, cell-based, thallium flux, high-throughput; Potassium voltage-gated channel subfamily KQT member 1 (Homo sapiens), P51787; CHO-K1 KCNQ1, thallium flux FluxOR fluorescence; active compounds read high; B-score at 10 µM; 310,000 compounds, 0.35% hits; AID 2648, 2010;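 active means fluorescence ratio B-score, a plate-corrected score, at least three library SD, with initial intensity B-score within 5 SD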
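Test system: CHO-K1 cells stably expressing KCNQ1 / Medium: assay buffer / Also added: depolarizing K+/Tl+ stimulus, K2SO4 and Tl2SO4 each 12.5 mM in 5x stock / Incubation: 90 min dye loading and 20 min compound exposure, both at room temperature / Signal: thallium influx via FluxOR fluorescence, kinetic imaging / Evaluation: B score of baseline-normalized fluorescence ratio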
Active calls of the source: *; i = inactive; x = no result given. Not all compounds are listed; count on the stated rates, not on these rows.

Each structure is followed by: TRPC4 act | KCNQ1 block | KCNQ1 act | PolyA inh | KCNK3 inh | Platelet DG rel | TRPC4 block | KCNK9 inh | TRPC4 potent | hERG protect | DYRK1A inh
- CCCN(CCC)CCCNC(=O)CN1C(=O)CSc2ccc(S(=O)(=O)N3CCOCC3)cc21
 : i | i | i | i | i | 1 | i | i | i | -6 | -1
- O=C(O)CN1C(=O)c2ccc(C(=O)c3ccccc3)cc2C1=O
 : i | i | i | i | i | 10 | i | i | i | -5 | 7
- CCCOc1ccc(C2NC(=S)NC(C)=C2C(=O)c2ccccc2)cc1OC (stereo not given)
 : i | i | i | i | -9.8* | -4 | i | i | i | -11 | 8
- CCNC(=S)N/N=C/c1cccc(C)c1
 : i | i | i | i | i | 3 | i | i | i | -4 | -1
- CC(Oc1ccc([N+](=O)[O-])cc1)C(=O)NCC1CCCO1 (stereo not given)
 : i | i | i | i | i | -10 | i | i | i | -5 | -5
- CCOc1ccc(C(=O)Oc2cc(C)[nH]c(=O)c2[N+](=O)[O-])cc1OCC
 : i | i | i | i | i | -6 | i | i | i | -6 | -11
- Cc1ccc2cc(C)c(SCC(=O)NCC3CCCO3)nc2c1 (stereo not given)
 : i | i | i | i | i | 18 | i | i | i | -6 | 4
- O=C(CSc1nc2ccccc2[nH]1)NCc1ccccc1
 : i | i | i | i | i | -14 | i | i | i | -5 | x
- O=C(O)C(c1ccccc1)N1CCCCC1 (stereo not given)
 : i | i | i | i | i | -4 | i | i | i | -2 | -3
- CC(=O)N1CCc2cc(Br)cc(S(=O)(=O)NCc3ccc(Cl)cc3)c21
 : i | i | i | i | i | 3 | i | i | i | -9 | 2
- O=C(COC(=O)CCc1c[nH]c2ccccc12)NCc1ccccc1
 : i | i | i | i | i | -8 | i | i | i | -3 | 1
- CCCn1nnnc1NCc1ccc(N(C)C)cc1
 : i | i | i | i | i | 6 | i | i | i | -6 | -7
- COc1ccccc1OCCSc1nc2ccccc2n1CCC(=O)O
 : i | i | i | i | i | 10 | i | i | i | -6 | 7
- Nc1nnc(SCc2ccc([N+](=O)[O-])cc2)s1
 : i | i | i | i | i | 5 | i | i | i | -10 | -4
- OC(CN1CCNCC1)Cn1ccc2ccccc21 (stereo not given)
 : i | i | i | i | x | 3 | i | i | i | -7 | x
- COc1ccc(Cc2nnc(SCC(=O)Nc3ccccc3C)n(N)c2=O)cc1
 : i | i | i | i | i | -3 | i | i | i | -9 | x
- O=C(CSCc1ccccc1)N1CCN(S(=O)(=O)c2cccc(F)c2)CC1
 : i | i | i | i | i | -6 | i | i | i | -10 | x
- COc1ccc(S(=O)(=O)N2CCCOC2CNC(=O)C(=O)NCc2ccco2)cc1C (stereo not given)
 : i | i | i | i | i | 8 | i | i | i | -11 | 19
- O=C(O)C1CCC(N2C(=O)c3c(Cl)c(Cl)c(Cl)c(Cl)c3C2=O)CC1 (stereo not given)
 : i | i | i | i | x | 5 | i | i | i | -10 | x
- CCOC(=O)C1CCCN(C(=O)c2cccc(S(=O)(=O)N(C)c3c(C)n(C)n(-c4ccccc4)c3=O)c2)C1 (stereo not given)
 : i | i | i | i | i | -4 | i | i | i | -13 | 2
- Cc1csc(=O)n1CCC(=O)OCC(=O)N(CC(C)C)c1c(N)n(Cc2ccccc2)c(=O)[nH]c1=O
 : i | i | i | i | i | 11 | i | i | i | -14 | -4
- COc1cccc(O)c1CN1CCC(Oc2ccc(C(=O)NCc3ccccn3)cc2)CC1
 : i | i | i | i | i | -12 | i | i | i | -6 | x
- C/C(=N\Nc1ccc(Cl)c(C(=O)O)c1)c1ccccn1
 : i | i | i | i | i | 0 | i | i | i | -10 | -10
- NC(=O)c1ccc(Oc2ccc3ccc(=O)oc3c2)c([N+](=O)[O-])c1
 : i | i | i | i | i | 2 | i | i | i | -1 | -2
- Cc1ccnc(NC(=O)CCC(=O)N(CC(=O)NCc2ccccc2)Cc2ccccc2)c1
 : i | i | i | i | i | 11 | i | i | i | -9 | 1
- COc1c(Cl)cc(Cl)cc1/C=N/n1cnnc1
 : i | i | i | i | i | -2 | i | i | i | -11 | 2
- CSc1ccccc1NC(=O)c1ccc(N2CC3CC(C2)c2cccc(=O)n2C3)c(NC(=O)c2cccnc2)c1 (stereo not given)
 : i | i | i | i | i | -23 | i | i | i | -4 | 6
- CCc1c(C)nc2ncnn2c1N1CCN(S(=O)(=O)c2ccc(OC)cc2)CC1
 : i | i | i | i | i | 10 | i | i | i | -8 | -4
- COc1cc(Cl)cc(CN2CCC(CCC(=O)NC3CC3)CC2)c1OC
 : i | i | i | i | i | -4 | i | i | i | -5 | 0
- O=C(NCCc1ccccn1)c1n[nH]c(=O)c2ccccc12
 : i | i | i | i | i | 6 | i | i | i | -5 | 2
- COc1cc2c(cc1OC)C(Nc1ccc(S(N)(=O)=O)cc1)=NC(C)(C)C2
 : i | i | i | i | i | -7 | i | i | i | -3 | 0
- CCC(C)(C)C1CCC(=NNC(=O)c2ccoc2C)CC1 (stereo not given)
 : i | i | i | i | i | 7 | i | i | i | -4 | -10
- Cc1c(C)n(CCc2ccccc2)c2ncnc(NN)c12
 : i | i | i | i | i | -1 | i | i | i | -9 | 31
- CC1C(=O)Nc2ccc(S(=O)(=O)Nc3ccccc3Br)cc2NC1=O (stereo not given)
 : i | i | i | i | i | 0 | i | i | i | -8 | -1
- Cc1ccccc1CS(=O)(=O)CCC(=O)NCc1ccc(F)cc1Cl
 : i | i | i | i | i | 8 | i | i | i | -2 | 0
- Cc1cc(OC(C)C(=O)NCC2CCC(C(=O)O)CC2)c2c(C)c(C)c(=O)oc2c1 (stereo not given)
 : i | i | i | i | i | 3 | i | i | i | -5 | -8
- Cc1cccc(CSc2ncnc3c2cnn3Cc2ccccc2)c1
 : i | i | i | i | i | -4 | i | i | i | -12 | -3
- CCOc1cccc(NC(=O)/C(C#N)=C\c2cccnc2)c1
 : i | i | i | i | i | -13 | i | i | i | -7 | x
- O=C(CNC(=O)c1ccc(Cl)cc1Cl)Nc1ccc(F)cc1
 : i | i | i | i | i | -3 | i | i | i | -1 | -1
- COc1ccc(-c2noc(CCC(=O)NCc3cccnc3)n2)cc1OC
 : i | i | i | i | i | 2 | i | i | i | -3 | 4
- CCCOc1cccc(-c2cc(-c3n[nH]c(=S)n3CC)c3ccccc3n2)c1
 : i | i | i | i | i | -4 | i | i | i | -12 | 0
- Cn1c(=O)c2ccccc2n(CC(=O)Nc2ccc3c(c2)OCCO3)c1=O
 : i | i | i | i | i | 3 | i | i | i | -7 | 4
- CC(C)c1nc(C(=O)N2CCc3c([nH]c4ccccc34)C2c2ccccn2)cs1 (stereo not given)
 : i | i | i | i | i | 1 | i | i | i | -4 | 3
- CCCn1c(CN(C)Cc2ccccc2)nc2c1c(=O)n(C)c(=O)n2C
 : i | i | i | i | i | -3 | i | i | i | -12 | -6
- CN(C)C(=O)c1ccc(NC(=O)COC(=O)/C=C/c2cccs2)cc1
 : i | i | i | i | i | -2 | i | i | i | -8 | 9
- O=[N+]([O-])c1cccc2ccc(/C=C/c3ccc(C(F)(F)F)cc3)nc12
 : i | i | i | i | i | -27 | i | i | i | -4 | -3
- N#Cc1c(NCc2ccccc2)ccnc1Cl
 : i | i | i | i | i | -12 | i | i | i | -4 | 14
- CCCOc1ccccc1N/C(=N\S(=O)(=O)c1ccc(C)cc1)Nc1nc(C)cc(C)n1
 : i | i | i | i | i | 19 | i | i | i | -8 | 7
- CC1CCCN(C(=O)Nc2ccc(Br)cc2Cl)C1 (stereo not given)
 : i | i | i | i | i | 9 | i | i | i | -4 | 5
- CCC1CCCCN1S(=O)(=O)c1ccc(S(=O)(=O)N2CCN(S(=O)(=O)CC)CC2)cc1 (stereo not given)
 : i | i | i | i | i | 2 | i | i | i | -2 | 0
- CC(Oc1ccccc1Cl)C(=O)Nc1ccc(S(=O)(=O)Nc2nccs2)cc1 (stereo not given)
 : i | i | i | i | i | 1 | i | i | i | -14 | 2
- COc1ccc(-c2cc(C(=O)NC(Cc3cc4ccccc4[nH]3)C(=O)O)c(C)o2)cc1OC (stereo not given)
 : i | i | i | i | i | 0 | i | i | i | -10 | -6
- Cc1cccc(C(C)C)c1NC(=O)COC(=O)Cc1ccsc1
 : i | i | i | i | i | 12 | i | i | i | -4 | -5
- Cc1ccc(S(=O)(=O)N2CCC(C(=O)NCCc3ccccc3)CC2)cc1
 : i | i | i | i | i | -2 | i | i | i | -16 | -1
- COc1cccc(NS(=O)(=O)c2cc3c(cc2C)N(C)CCO3)c1
 : i | i | i | i | i | -9 | i | i | i | -8 | 1
- COC(=O)c1ccc(CSc2nnc(SCc3ccc(C(=O)OC)o3)s2)o1
 : i | i | i | i | i | -7 | i | i | i | -5 | -4
- CC(=O)Nc1nonc1NC(=O)CSc1ncn[nH]1
 : i | i | i | i | i | -1 | i | i | i | -7 | -1
- CC(NC(=O)Cn1cc([N+](=O)[O-])cn1)c1ccc(C(C)(C)C)cc1 (stereo not given)
 : i | i | i | i | i | 10 | i | i | i | -2 | -2
- CC(C)CCNC(=O)C(c1ccco1)N(CCCO)C(=O)Cn1nnc(-c2ccc(F)cc2)n1 (stereo not given)
 : i | i | i | i | i | -5 | i | i | i | -8 | -4
